Screening data (PubChem)
GPR7 antagonist: human neuropeptides B/W receptor 1 antagonism; P48145; GPR7-expressing cells, fluorescence antagonist assay; 290,000 compounds, 1.1% hits; AID 1861; inhibition, % at 4.4 µM; in the data active means inhibition above about 16%, passing the limit was not always enough;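 further: cells stimulated with the agonist NPW; 0% = agonist with vehicle and 100% = vehicle without agonist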
Target sequence (P48145 whole entry, looked up): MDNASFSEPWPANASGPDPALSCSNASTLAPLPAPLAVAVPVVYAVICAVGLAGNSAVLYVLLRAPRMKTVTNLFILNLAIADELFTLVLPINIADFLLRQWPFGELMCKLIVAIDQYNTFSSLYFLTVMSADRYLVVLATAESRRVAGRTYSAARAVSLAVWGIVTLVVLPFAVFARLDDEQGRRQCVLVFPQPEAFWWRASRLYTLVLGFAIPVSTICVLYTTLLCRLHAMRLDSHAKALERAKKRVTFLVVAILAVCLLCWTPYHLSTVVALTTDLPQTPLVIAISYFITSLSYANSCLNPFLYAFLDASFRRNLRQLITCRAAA
GalR3 antagonist: human GalR3 antagonism. O60755. HEK293 GalR3-CNG cAMP membrane potential fluorescence; galR3 body fused to GalR1 C-terminus. inhibition, % at 3 µM. 360,000 compounds, 0.44% hits. AID 651719;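 active means inhibition above the screen-wide average plus 3 SD, cut at about 13% in these data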;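 further: forskolin and galanin both at EC90 stimulate the cells; cAMP rise reported by CNG channel membrane potential dye signal; 0% = forskolin plus galanin with DMSO and 100% = forskolin alone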
Target sequence (O60755 1-299 limits assumed): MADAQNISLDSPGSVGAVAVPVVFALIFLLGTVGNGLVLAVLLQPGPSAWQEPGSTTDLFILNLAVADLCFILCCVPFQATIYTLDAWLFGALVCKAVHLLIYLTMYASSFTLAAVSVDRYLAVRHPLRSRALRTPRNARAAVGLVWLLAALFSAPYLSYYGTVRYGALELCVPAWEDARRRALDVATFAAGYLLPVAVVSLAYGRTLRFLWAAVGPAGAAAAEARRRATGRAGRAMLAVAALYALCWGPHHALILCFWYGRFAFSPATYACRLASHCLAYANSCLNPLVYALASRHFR
MEKK2 WT-MEK5: raises or lowers MEK5 binding to wildtype human MEKK2 PB1 domain; Q9Y2U5; bead flow cytometry, Alexa488-MEK5 binding to MEKK2 WT; actives lie on both sides; binding response (% of control), % at 10 µM; 290,000 compounds, 1.1% hits; in the data active means binding response below about 67% or above about 130%
M18AAP inhibitor: blocks P. falciparum M18 aspartyl aminopeptidase; 290,000 compounds, 1.2% hits; recombinant PfM18AAP, H-Glu-NHMec fluorogenic cleavage; AID 1822; inhibition, % at 7.35 µM;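 active means inhibition above the campaign mean inhibition over all tested compounds plus 3 SD, cut at about 28% in these data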;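 further: 0% = plate median of test compound wells and 100% = 2 mM ZnCl2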
OXTR agonist: agonists of human oxytocin receptor; P30559; CHO-OTR cells, Fluo-8 calcium fluorescence; normalized: DMSO 0%, oxytocin 100%; activation, % at 3 µM; 320,000 compounds, 0.32% hits;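 active means activation above the mean of all tested compounds plus 3 SD, cutoff set per screening run, cut at about 20% in these data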;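 further: peak over basal fluorescence ratio from a 100 s FLIPR kinetic read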
OXTR potentiate: potentiators of human oxytocin receptor. 320,000 compounds, 0.061% hits. P30559. CHO-OTR cells, Fluo-8 calcium fluorescence, potentiator mode; 0% = oxytocin EC15, 100% = EC100. activation, % at 3 µM;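 active means activation above that plate's cutoff, the mean activation of tested compounds plus 3 SD, cut at about 6.6% in these data, passing the limit was not always enough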;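 further: 100% uses oxytocin at 75 nM as the full agonist control; some results filed as inactive read as strong as hits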
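System: human OTR in CHO cells / Also added: sub-maximal oxytocin, roughly EC15 / Control set: EC15 oxytocin low, 75 nM oxytocin high / Schedule: 6 min compound pre-incubation at room temperature, 100 s kinetic read / Compound: single-point 3.0 µM / Replication: singlicate / Technique: Fluo-8 calcium dye fluorescence / Read-out basis: % activation of max/min ratio relative to oxytocin controls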
V1aR counter: V1a receptor agonism, counter-screen for OXTR agonists | P37288 | CHO-V1R cells, Fluo-8 calcium fluorescence, agonist mode; 0% DMSO, 100% 3 nM vasopressin | activation, % at 3 µM | 320,000 compounds, 0.25% hits;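 active means activation above the mean activation of all tested compounds plus 3 SD, per screening run, cut at about 20% in these data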;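 further: signal is peak over basal fluorescence ratio across a 100 second FLIPR read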
Target sequence (P37288 whole entry, looked up): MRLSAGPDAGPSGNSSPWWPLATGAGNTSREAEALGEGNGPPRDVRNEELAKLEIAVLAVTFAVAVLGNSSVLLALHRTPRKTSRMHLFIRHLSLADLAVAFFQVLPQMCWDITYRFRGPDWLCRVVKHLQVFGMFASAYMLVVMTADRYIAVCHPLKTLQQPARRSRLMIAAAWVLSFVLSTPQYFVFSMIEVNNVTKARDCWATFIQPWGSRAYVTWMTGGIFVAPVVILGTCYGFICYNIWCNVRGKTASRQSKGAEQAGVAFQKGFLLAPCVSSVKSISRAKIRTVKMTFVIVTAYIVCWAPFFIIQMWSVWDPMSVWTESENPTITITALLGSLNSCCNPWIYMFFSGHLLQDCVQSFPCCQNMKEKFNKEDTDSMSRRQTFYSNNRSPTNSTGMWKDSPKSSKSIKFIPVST
MEKK2 mut-MEK5: signal of MEK5 binding to mutant human MEKK2 PB1 domain | bead flow cytometry, Alexa488-MEK5 binding to MEKK2 mutant | percent response, % at 10 µM | 290,000 compounds, 0.35% hits | AID 1530; in the data active means percent response above about 24%, passing the limit was not always enough; further: inactives centre near 1; some results filed as inactive read as strong as hits
NALP1 inh: NALP1 inhibition. S. cerevisiae NALP1/ASC/caspase-1 growth, X-gal OD620, 72 h. inhibition, % at 10 µM. 280,000 compounds, 0.61% hits. AID 2071; in the data active means inhibition mostly above about 24%, no sharp cut-off; inactive means mostly below about 32%; further: some compounds called inactive have numbers as strong as hits
* = called active by the depositor; / = not tested or not shown.

cpd	structure	GPR7 antagonist	NALP1 inh	MEKK2 mut-MEK5	OXTR potentiate	V1aR counter
1	Cc1ccc(NC(=O)COC(=O)CNC(=O)c2ccc(C)s2)cc1	-2	11	-6	-3	-0.9
2	O=C(CSc1nc2ccccc2c(=O)n1-c1cccc(C(F)(F)F)c1)NC1CC1	-4	-4	5	-7	-0.1
3	COc1ccc(-c2cc(CS(=O)(=O)c3ccccc3)on2)cc1	-7	5	3	-8	2.4
4	CC(C)(C)C(=O)Cn1ncc(N2CCOCC2)c(Cl)c1=O	16	7	-1	-9	1.0
5	O=[N+]([O-])c1ccc(N2CCN(Cc3ccncc3)CC2)cc1	-6	0	9	3	1.7
6	Cc1cc(C)n2nc(C(=O)OCC(=O)NC3CCCCC3)nc2n1	/	/	/	-6	0.4
7	COc1ccc(-n2c(=O)c3c4c(sc3n(CC(=O)Nc3cc(C)[nH]n3)c2=O)CCCC4)c(OC)c1	-12	-3	-6	10	2.0
8	COc1cccc(NC(=O)CCN2C(=O)C3CC=CCC3C2=O)c1 (configuration not stated)	-14	14	6	-8	0.5
9	CCN1C(=O)/C(=C2/C=CC=CN2C)OC1=S	-6	2	1	-5	0.1
10	N#CC1=C(N)Oc2c(oc(CO)cc2=O)C1c1ccsc1 (configuration not stated)	-5	1	0	-9	0.1

cpd	M18AAP inhibitor	OXTR agonist	GalR3 antagonist	MEKK2 WT-MEK5
1	3	-0.7	-6	90
2	-7	0.5	-2	108
3	-10	0.1	-10	102
4	-4	0.0	6	102
5	6	2.7	-5	112
6	/	0.2	-2	/
7	-6	0.6	-8	98
8	-2	0.1	0	101
9	0	0.5	-4	97
10	2	0.4	-2	102

The list goes on.
cpd	structure	GPR7 antagonist	NALP1 inh	MEKK2 mut-MEK5	OXTR potentiate	V1aR counter
11	O=S(=O)(c1ccc2oc3ccccc3c2c1)N1CCOCC1	-10	8	-1	-11	1.8
12	O=C(O)Cn1c(SCCOc2ccc(Cl)cc2)nc2ccccc21	-12	-4	2	/	/
13	O=C(c1cccc(C(=O)N2CCN(Cc3ccccc3)CC2)c1)N1CCN(Cc2ccccc2)CC1	-2	19	9	-12	2.4
14	C=CCN(c1ccccc1C(=O)O)S(=O)(=O)c1ccc(C)cc1	-2	0	1	-6	0.5
15	O=c1c2ccccc2nc2c3ccccc3c(Cl)nn12	-5	0	-4	/	/
16	CCOC(=O)C1(Cc2ccc(Cl)cc2)CCN(C(=O)c2sc(C)nc2C)CC1	-5	1	-5	-8	6.0
17	Cc1ccc(S(=O)(=O)N2CCC(O)(c3cccnc3)CC2)cc1	4	-16	-3	-4	0.8
18	CCOC(=O)C1CN(S(=O)(=O)c2ccc(OC)cc2)c2cc(Cl)ccc2O1 (configuration not stated)	14	20	3	-11	1.9
19	CCOC(=O)/C(=N/Nc1ccc(OC)cc1)N1CCCc2ccccc21	-1	-1	2	-7	-1.1
20	Cc1ccc(-c2cc([C@H]3[C@@H]4C=CCC[C@@]4(C)C(=O)N3Cc3ccccc3)ccc2F)cc1	/	-5	3	0	0.7

cpd	M18AAP inhibitor	OXTR agonist	GalR3 antagonist	MEKK2 WT-MEK5
11	4	1.4	0	96
12	0	/	-3	102
13	3	2.4	-5	114
14	0	0.1	-2	111
15	-5	/	/	97
16	-3	5.8	-1	95
17	-6	0.8	-5	99
18	-3	1.1	-5	99
19	5	-2.9	-6	98
20	/	-1.9	-4	82

Following part:
cpd	structure	GPR7 antagonist	NALP1 inh	MEKK2 mut-MEK5	OXTR potentiate	V1aR counter
21	CCc1cccc(N(C(=O)c2csnn2)C(C(=O)NC(C)(C)C)c2ccccn2)c1 (configuration not stated)	-4	14	-7	-2	-1.0
22	O=C1C2CC=CCC2C(=O)N1c1ncn[nH]1 (configuration not stated)	-3	31	2	1	0.3
23	O=C(COC(=O)Cc1ccccc1F)Nc1ccc(Cl)cn1	1	2	-4	-16	-0.1
24	O=C(Cn1ncc2c3ccccc3n(Cc3ccccc3F)c2c1=O)NC1CC1	-5	8	1	0	0.1
25	Cc1cccc(NC(=O)[C@H](Cc2ccccc2)NC(=O)[C@@H]2Cc3ccccc3CN2)c1	-14	24	2	-2	1.2
26	CCOC(=O)c1c(-c2ccccc2)csc1NC(=O)c1cc2ccccc2oc1=O	10	25	11	1	0.8
27	COc1ccc(C)cc1NC(=O)CSc1nnc(CC(=O)Nc2ccccc2C)n1C	5	9	-12	1	-1.4
28	O=C(CN1CCC(C(=O)c2ccc(F)cc2)CC1)NCc1ccccc1F	-8	7	5	-13	6.2
29	NC(=O)C1CCN(c2oc(/C=C/c3ccc(F)cc3)nc2S(=O)(=O)c2ccccc2)CC1	-6	16	0	-5	-0.9
30	O=C(Cc1ccccc1)Nc1nc2ccccc2s1	-1	16	5	-7	-0.5

cpd	M18AAP inhibitor	OXTR agonist	GalR3 antagonist	MEKK2 WT-MEK5
21	-8	-0.5	-5	88
22	10	0.2	-3	107
23	7	-1.1	-3	99
24	0	-1.0	-7	103
25	0	1.8	0	104
26	-3	1.0	-3	114
27	16	-0.5	7	83
28	-3	3.1	-10	99
29	6	-0.8	-3	100
30	3	-1.0	1	109

Other structures
cpd	structure	GPR7 antagonist	NALP1 inh	MEKK2 mut-MEK5	OXTR potentiate	V1aR counter
31	CC(C)N(Cc1ccccc1)C(=S)NC1CCCCC1	-2	6	-3	-9	-1.1
32	N#C/C(=C/c1ccc(N2CCOCC2)c([N+](=O)[O-])c1)C(N)=O	0	-3	4	-4	0.3
33	O=C(NCCCO)c1nc2ccccc2s1	-8	6	7	-2	3.6
34	O=C(NCCc1ccc(F)cc1)C1CCCO1 (configuration not stated)	-2	-12	8	-5	0.1
35	CCn1nc(C)c(CNC(=O)C2CCC(=O)N(CCc3ccc(Cl)cc3)C2)c1C (configuration not stated)	4	-31	0	-1	0.3
36	Cc1ccc(-n2[nH]c(C)c(C=Nc3ccc(S(=O)(=O)Nc4nccs4)cc3)c2=O)cc1	-7	24	6	-8	0.6
37	CC(C)N(CCn1c(=S)[nH]c2ccccc2c1=O)C(C)C	2	-6	1	-4	-0.7
38	COC(=O)c1cn(NC(=O)c2ccc([N+](=O)[O-])c(C)c2)c(=O)c2ccccc12	-1	3	-2	-24	3.4
39	COc1ccc(-c2nc(CN3CCN(c4ccccc4OC)CC3)c(C)o2)cc1	5	18	-2	-13	0.7
40	Cn1cnnc1SCC(=O)Nc1ccc(S(=O)(=O)N2CCCC2)cc1	-8	10	6	-4	1.1

cpd	M18AAP inhibitor	OXTR agonist	GalR3 antagonist	MEKK2 WT-MEK5
31	-8	-1.9	-4	94
32	12	-0.9	2	109
33	-1	-0.3	-4	107
34	0	0.1	-8	106
35	-2	0.1	8	100
36	-6	-0.3	/	102
37	2	-0.3	-2	99
38	1	-1.1	5	97
39	-2	-1.9	-5	97
40	-5	-0.5	-6	100

Reformatted field by field: entries from further up.
35) CCn1nc(C)c(CNC(=O)C2CCC(=O)N(CCc3ccc(Cl)cc3)C2)c1C (configuration not stated)
  GPR7 antagonist = 4
  NALP1 inh = -31
  MEKK2 mut-MEK5 = 0
  OXTR potentiate = -1
  V1aR counter = 0.3
  M18AAP inhibitor = -2
  OXTR agonist = 0.1
  GalR3 antagonist = 8
  MEKK2 WT-MEK5 = 100

33) O=C(NCCCO)c1nc2ccccc2s1
  GPR7 antagonist = -8
  NALP1 inh = 6
  MEKK2 mut-MEK5 = 7
  OXTR potentiate = -2
  V1aR counter = 3.6
  M18AAP inhibitor = -1
  OXTR agonist = -0.3
  GalR3 antagonist = -4
  MEKK2 WT-MEK5 = 107

34) O=C(NCCc1ccc(F)cc1)C1CCCO1 (configuration not stated)
  GPR7 antagonist = -2
  NALP1 inh = -12
  MEKK2 mut-MEK5 = 8
  OXTR potentiate = -5
  V1aR counter = 0.1
  M18AAP inhibitor = 0
  OXTR agonist = 0.1
  GalR3 antagonist = -8
  MEKK2 WT-MEK5 = 106

39) COc1ccc(-c2nc(CN3CCN(c4ccccc4OC)CC3)c(C)o2)cc1
  GPR7 antagonist = 5
  NALP1 inh = 18
  MEKK2 mut-MEK5 = -2
  OXTR potentiate = -13
  V1aR counter = 0.7
  M18AAP inhibitor = -2
  OXTR agonist = -1.9
  GalR3 antagonist = -5
  MEKK2 WT-MEK5 = 97

(cont.)
cpd	structure	GPR7 antagonist	NALP1 inh	MEKK2 mut-MEK5	OXTR potentiate	V1aR counter
41	COc1ccc(C(=O)Nc2nc3cc4c(cc3s2)OCCO4)c(OC)c1	-19	14	-5	-3	0.2
42	O=C(N/N=C/C=C/c1ccccc1)C1CC1(c1ccccc1)c1ccccc1 (configuration not stated)	-7	-2	-3	-12	1.0
43	CC(=O)c1c(C)[nH]c(C(=O)NCCc2ccc(Cl)cc2)c1C	5	20	2	-8	8.0
44	CCNC(=S)N(CCc1ccc(OC)c(OC)c1)Cc1cc2cc(OC)ccc2[nH]c1=O	-2	-1	-10	-12	4.3
45	COc1cccc(CSc2nc(N)cc(N)n2)c1	-3	39	6	3	1.6
46	CC(=O)N1CCc2c(sc(NC(=O)C3CCN(S(=O)(=O)c4cccs4)CC3)c2C(N)=O)C1	/	/	/	-5	1.3
47	NC(=O)/C(=N\OC(=O)c1ccco1)c1nc(-c2ccc(Br)cc2)cs1	-7	-2	-2	-6	-1.9
48	Cc1ccc2c(Cl)cc(Cl)c(OCC(=O)Nc3cc(C)on3)c2n1	4	5	-4	/	/
49	CNC(=S)NNC(=O)c1sccc1OCc1ccccc1	-12	-9	-10	-13	-0.5
50	COC(=O)CSC(=S)N1C(C)CCCC1C (configuration not stated)	-14	-10	2	-5	-0.6

cpd	M18AAP inhibitor	OXTR agonist	GalR3 antagonist	MEKK2 WT-MEK5
41	-6	1.0	-2	96
42	-2	-0.7	-6	82
43	61*	10	-3	107
44	-1	-2.1	-2	88
45	-15	-1.0	-3	109
46	/	1.5	-5	/
47	10	-2.0	-3	91
48	4	/	/	91
49	22	2.7	-3	91
50	-6	-1.0	-7	101

Going on with the list:
cpd	structure	GPR7 antagonist	NALP1 inh	MEKK2 mut-MEK5	OXTR potentiate	V1aR counter
51	Cc1ccc(NC(=O)CSc2nnc(Cn3c(=O)sc4ccccc43)n2C)cc1Cl	12	-51	/	-5	0.3
52	Cc1cc(Nc2ccc(F)cc2C)n2nc(C)nc2n1	-1	-3	2	2	0.7
53	Cn1cnnc1SCc1ccc(C#N)cc1	-10	9	0	0	1.3
54	C(#CCN1CCOCC1)COCCCOC(c1ccccc1)c1ccccc1	-8	11	3	-2	-0.1

cpd	M18AAP inhibitor	OXTR agonist	GalR3 antagonist	MEKK2 WT-MEK5
51	-1	-0.3	-1	/
52	1	-0.9	0	102
53	-9	0.7	-2	102
54	-1	-1.8	-7	102
